Screening data deposited in PubChem by Broad Institute.
EZH2 inh – blocks human EZH2/PRC2 H3K27 methylation; Q15910; DELFIA TRF, 1 h; inhibition, % at 12.5 µM; 57,000 tested, 0.35% active;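 active means mean inhibition of replicates at least 50% and every single replicate also reaching 50%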;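 further: dimethyl H3K27 on biotinylated H3 21-44 peptide detected by antibody; plate controls were median neutral control wells for no effect and median positive control wells for full effect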
IDH1 R132H inh – IDH1 R132H (human) inhibition; O75874; IDH1 R132H reductase, diaphorase/resazurin fluorescence, 60 min; inhibition, % at 10 µM; 70,000 tested, 0.18% active; in the data active means inhibition above about 34%;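 further: 0% = DMSO and 100% = no enzyme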
Target sequence (O75874 whole entry R132H): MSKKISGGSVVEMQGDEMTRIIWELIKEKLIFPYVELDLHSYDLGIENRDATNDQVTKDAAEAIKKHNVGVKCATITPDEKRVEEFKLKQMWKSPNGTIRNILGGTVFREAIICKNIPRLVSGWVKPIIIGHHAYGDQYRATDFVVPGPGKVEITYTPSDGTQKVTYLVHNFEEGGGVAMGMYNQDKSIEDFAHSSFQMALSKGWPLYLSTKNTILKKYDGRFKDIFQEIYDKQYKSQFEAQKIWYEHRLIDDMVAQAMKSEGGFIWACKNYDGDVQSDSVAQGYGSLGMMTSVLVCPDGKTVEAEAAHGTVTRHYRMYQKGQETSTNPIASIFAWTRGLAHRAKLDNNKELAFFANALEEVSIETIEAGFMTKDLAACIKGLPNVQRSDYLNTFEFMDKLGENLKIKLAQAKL
* = called active by the depositor; . = no result given. An excerpt; rates above refer to the full screens.

SMILES	EZH2 inh	IDH1 R132H inh
C[C@@H]1CN([C@H](C)CO)C(=O)Cc2cc(NC(=O)C3CCCCC3)ccc2O[C@H]1CN(C)C(=O)Nc1ccccc1	2	-2.6
C[C@H]1CN([C@@H](C)CO)C(=O)Cc2cc(NC(=O)Cn3cnnn3)ccc2O[C@H]1CN(C)S(C)(=O)=O	.	0.1
COc1ccc(S(=O)(=O)N(C)C[C@H]2OCCCC[C@@H](C)Oc3ccc(NC(=O)NC(C)C)cc3C(=O)N([C@H](C)CO)C[C@H]2C)cc1	.	1.7
C[C@@H]1CN([C@H](C)CO)S(=O)(=O)c2ccc(-c3ccccc3)cc2O[C@@H]1CN(C)C(=O)C1CC1	8	.
Cc1noc(C)c1NC(=O)N(C)C[C@@H]1Oc2c(NC(=O)CCCCCC(=O)Nc3ccccc3N)cccc2C(=O)N([C@@H](C)CO)C[C@H]1C	-9	0.2
C[C@@H]1CCCCO[C@@H](CN(C)Cc2ccc(C(=O)Nc3ccccc3N)cc2)[C@@H](C)CN([C@H](C)CO)C(=O)c2cc(NC(=O)c3ccccc3)ccc2O1	-25	0.1
CN(CC(=O)Nc1ccc(Cl)c(C(F)(F)F)c1)S(=O)(=O)c1ccc(F)cc1	10	-0.3
Cc1ccc(S(=O)(=O)N[C@@H]2CC[C@@H](CCNC(=O)C3CCCCC3)O[C@@H]2CO)cc1	11	-0.2
O=C(C[C@@H]1CC[C@@H](NC(=O)Nc2ccc(C(F)(F)F)cc2)[C@H](CO)O1)NCc1cccc(F)c1	-6	-0.2
O=C(CSc1nnc(-c2ccncc2)n1-c1ccccc1)c1ccc([N+](=O)[O-])cc1	-12	0.6
CN(C)C(=O)C[C@@H]1CC[C@@H](NC(=O)NC2CCCC2)[C@H](CO)O1	-1	-0.1
Cc1ccc(S(=O)(=O)Nc2ccc3c(c2)C(=O)N([C@H](C)CO)C[C@@H](C)[C@@H](CN(C)S(=O)(=O)c2cn(C)cn2)OCCCC[C@H](C)O3)cc1	.	-15
C[C@H]1CN([C@@H](C)CO)C(=O)Cc2cc(NC(=O)c3ccncc3)ccc2O[C@H]1CN(C)S(=O)(=O)c1cn(C)cn1	.	4.0
Cn1nc(-c2ccc(NCc3cccnc3)c([N+](=O)[O-])c2)c2ccccc2c1=O	-5	0.3
COc1ccc(NC(=O)CN2CCN(S(=O)(=O)c3ccccc3)CC2)cc1	-9	3.9
O=C(C[C@@H]1CC[C@@H](NC(=O)c2ccncc2)[C@H](CO)O1)Nc1ccccc1	-2	0.0
C[C@@H]1CN([C@H](C)CO)C(=O)Cc2cc(NC(=O)Nc3ccc(F)cc3)ccc2O[C@H]1CN(C)S(C)(=O)=O	3	-3.6
O=C(C[C@@H]1C=C[C@@H](NS(=O)(=O)c2cccc(F)c2)[C@H](CO)O1)N1CCCCC1	4	0.2
C[C@H]1CN([C@@H](C)CO)C(=O)c2cc(NC(=O)Nc3ccc(F)cc3)ccc2O[C@H]1CN(C)S(=O)(=O)c1cccs1	.	0.2
C[C@@H]1CN([C@H](C)CO)C(=O)c2cc(C#Cc3cccc(F)c3)cnc2O[C@@H]1CN(C)Cc1ccccn1	.	0.3

Overlap with the part before: 3 compounds, then new ones.
SMILES	EZH2 inh	IDH1 R132H inh
O=C(C[C@@H]1C=C[C@@H](NS(=O)(=O)c2cccc(F)c2)[C@H](CO)O1)N1CCCCC1	4	0.2
C[C@H]1CN([C@@H](C)CO)C(=O)c2cc(NC(=O)Nc3ccc(F)cc3)ccc2O[C@H]1CN(C)S(=O)(=O)c1cccs1	.	0.2
C[C@@H]1CN([C@H](C)CO)C(=O)c2cc(C#Cc3cccc(F)c3)cnc2O[C@@H]1CN(C)Cc1ccccn1	.	0.3
CCC(=O)N1C[C@@H](C)[C@H](OC)CN(C)C(=O)c2ccc(NC(=O)c3cc(C)on3)cc2OC[C@@H]1C	8	.
COCC(=O)Nc1ccc2c(c1)C(=O)N(C)C[C@@H](OC)[C@@H](C)CN(Cc1cccnc1)[C@@H](C)CO2	0	-0.1
C[C@H](CO)N1C[C@H](C)[C@@H](CN(C)Cc2ccc(C(=O)O)cc2)Oc2ccc(NC(=O)Nc3ccccc3)cc2C1=O	3	.
C[C@H]1CN([C@@H](C)CO)C(=O)Cc2cc(NS(C)(=O)=O)ccc2O[C@@H]1CN(C)C(=O)NC1CCCCC1	-8	1.6
CN1CCN2c3ncccc3Cc3ccccc3C2C1 (centres undefined)	.	0.3
C[C@@H]1CN([C@@H](C)CO)C(=O)Cc2cc(NS(=O)(=O)c3ccc(Cl)cc3)ccc2O[C@H]1CN(C)CC1CC1	.	1.4
C[C@H]1CN([C@@H](C)CO)S(=O)(=O)c2ccc(/C=C/c3ccccc3)cc2O[C@@H]1CN(C)C(=O)Nc1ccc(F)cc1	-30	-2.2
CC(C(=O)Nc1ccc(Oc2ccccc2)cc1)N1c2cccc3cccc(c23)S1(=O)=O (centres undefined)	19	-0.1
O=C1CCC(N2C(=O)c3ccccc3C2=O)C(=O)N1 (centres undefined)	.	-0.2
Cc1noc(C)c1NC(=O)N(C)C[C@@H]1Oc2c(NC(=O)c3nc4ccccc4s3)cccc2C(=O)N([C@H](C)CO)C[C@H]1C	.	0.0

Taken from above.
Reading of `CC(C(=O)Nc1ccc(Oc2ccccc2)cc1)N1c2cccc3cccc(c23)S1(=O)=O` (centres undefined) under EZH2 inh: 19
Reading of `C[C@H](CO)N1C[C@H](C)[C@@H](CN(C)Cc2ccc(C(=O)O)cc2)Oc2ccc(NC(=O)Nc3ccccc3)cc2C1=O` under EZH2 inh: 3
Reading of `C[C@@H]1CN([C@@H](C)CO)C(=O)Cc2cc(NS(=O)(=O)c3ccc(Cl)cc3)ccc2O[C@H]1CN(C)CC1CC1` under IDH1 R132H inh: 1.4
Reading of `CCC(=O)N1C[C@@H](C)[C@H](OC)CN(C)C(=O)c2ccc(NC(=O)c3cc(C)on3)cc2OC[C@@H]1C` under EZH2 inh: 8
Reading of `C[C@H]1CN([C@@H](C)CO)S(=O)(=O)c2ccc(/C=C/c3ccccc3)cc2O[C@@H]1CN(C)C(=O)Nc1ccc(F)cc1` under EZH2 inh: -30
Reading of `O=C1CCC(N2C(=O)c3ccccc3C2=O)C(=O)N1` (centres undefined) under IDH1 R132H inh: -0.2
Reading of `C[C@H]1CN([C@@H](C)CO)C(=O)Cc2cc(NS(C)(=O)=O)ccc2O[C@@H]1CN(C)C(=O)NC1CCCCC1` under IDH1 R132H inh: 1.6

Continuation:
SMILES	EZH2 inh	IDH1 R132H inh
C[C@H](O)C#Cc1ccc2c(c1)O[C@@H](CN(C)C(=O)C1CCCCC1)[C@@H](C)CN([C@H](C)CO)S2(=O)=O	12	.
COc1ccc(NC(=O)Nc2ccc3c(c2)CC(=O)N([C@@H](C)CO)C[C@H](C)[C@@H](CN(C)C(=O)Nc2c(C)noc2C)O3)cc1	.	-0.3
COc1ccc(S(=O)(=O)N(C)C[C@@H]2OCCCC[C@@H](C)Oc3ccc(NS(=O)(=O)c4ccc(F)cc4)cc3C(=O)N([C@@H](C)CO)C[C@@H]2C)cc1	.	4.5
Cc1ccc(S(=O)(=O)Nc2ccc3c(c2)CC(=O)N([C@H](C)CO)C[C@H](C)[C@H](CN(C)C(=O)Nc2ccccc2)O3)cc1	-3	-1.7
CNC[C@@H]1Oc2ncc(C#CC3(O)CCCC3)cc2C(=O)N([C@H](C)CO)C[C@@H]1C	-12	-0.7
O=C(Nc1ccc(F)cc1)N[C@@H]1CC[C@@H](CCn2cc(-c3ccccc3F)nn2)O[C@@H]1CO	1	0.0
C[C@H]1CN([C@@H](C)CO)C(=O)c2cc(C3=CCCCC3)cnc2O[C@H]1CN(C)S(C)(=O)=O	3	0.9
C[C@H](CO)N1C[C@H](C)[C@H](CN(C)C(=O)Nc2cccc3ccccc23)Oc2ccc(NS(=O)(=O)c3cn(C)cn3)cc2CC1=O	.	3.2
CCCc1ccc(-c2cc(C(=O)NCc3ccccn3)c3ccccc3n2)cc1	13	-0.5
COc1ccc(NC(=O)N[C@@H]2C=C[C@@H](CC(=O)NC3CCC3)O[C@@H]2CO)cc1	4	0.1
C=CCNC(=O)[C@@H]1[C@H]2C(=O)O[C@H](c3ccccc3)[C@H](c3ccccc3)N2[C@H](c2ccc(O)cc2)[C@@]12C(=O)N(C(=O)OCCOC)c1ccc(C#Cc3ccc(OC)cc3)cc12	-1	.
C[C@H](CO)N1C[C@H](C)[C@H](CN(C)CC2CC2)Oc2c(NC(=O)c3cnccn3)cccc2C1=O	.	1.2
C[C@H](CO)N1C[C@H](C)[C@@H](CN(C)Cc2ccc3c(c2)OCO3)Oc2cc(-c3cccc(C(=O)N(C)C)c3)ccc2S1(=O)=O	3	0.3
C[C@@H]1CCCCO[C@H](CN(C)C(=O)c2ccncc2)[C@@H](C)CN([C@@H](C)CO)C(=O)c2cc(NC(=O)c3ccncc3)ccc2O1	.	1.3
COC(=O)CCCCCCC(=O)N/N=C/c1cccc(C(=O)O)c1	3	.
CNC[C@H]1Oc2cc(C#CC3CCCC3)ccc2S(=O)(=O)N([C@@H](C)CO)C[C@@H]1C	.	1.7
Cc1cc([N+](=O)[O-])ccc1NC(=O)CSc1nnc(-c2cc3ccccc3o2)n1C	-4	-0.3
COc1ccc(CN(C)C[C@@H]2Oc3ccc(NC(=O)Nc4ccc(OC)cc4)cc3CC(=O)N([C@H](C)CO)C[C@@H]2C)cc1	.	-1.4
COc1ccc(NC(=O)N(C)C[C@@H]2Oc3cc(-c4ccc(C)cc4)ccc3S(=O)(=O)N([C@H](C)CO)C[C@H]2C)cc1	-12	0.1
CNC[C@@H]1Oc2ccc(NS(=O)(=O)c3ccc(C)cc3)cc2CC(=O)N([C@@H](C)CO)C[C@H]1C	4	-0.1
O=C(C[C@@H]1CC[C@@H](NC(=O)C2CCC2)[C@@H](CO)O1)NCCCN1CCOCC1	3	-0.1
C[C@@H]1CCCCO[C@@H](CN(C)C(=O)c2ccccc2)[C@@H](C)CN([C@@H](C)CO)C(=O)c2cc(NC(=O)Cc3ccccc3)ccc2O1	.	4.3
C[C@@H]1CCCCO[C@@H](CN(C)Cc2ccc3c(c2)OCO3)[C@H](C)CN([C@@H](C)CO)C(=O)c2cc(NC(=O)CCC(F)(F)F)ccc2O1	.	0.0
CC(C)NC(=O)Nc1ccc2c(c1)C(=O)N([C@@H](C)CO)C[C@@H](C)[C@@H](CN(C)C(=O)NC(C)C)OCCCC[C@H](C)O2	4	.
C[C@H](CO)N1C[C@H](C)[C@H](CN(C)CC2CCCCC2)OCCCC[C@H](C)Oc2ccc(NC(=O)Nc3ccc(F)cc3)cc2C1=O	.	5.0
C=CCSc1ccc(OCC(F)(F)F)c(C#N)c1OCC(F)(F)F	21	0.1
COC(=O)c1ccc(Cl)c(NC(=O)CSc2nc(-c3ccccc3)cc(C(F)(F)F)n2)c1	-16	-0.5
CCC(=O)N1C[C@@H](C)[C@H](OC)CN(C)C(=O)c2cc(NC(=O)Nc3cccc(F)c3)ccc2OC[C@H]1C	-7	0.3
CNC[C@H]1Oc2cc(C#CC3CCCCC3)ccc2S(=O)(=O)N([C@@H](C)CO)C[C@H]1C	-22	1.0
CO[C@H]1CN(C)C(=O)c2cc(NC(=O)C3CC3)ccc2OC[C@H](C)N(Cc2ccc(F)cc2)C[C@@H]1C	16	0.0
C[C@@H]1CN([C@H](C)CO)C(=O)c2cc(NC(=O)c3ccccc3)ccc2O[C@@H](C)CCCCO[C@@H]1CN(C)S(=O)(=O)c1ccc(Cl)cc1	.	0.6
O=C(N/N=C/c1ccc(O)c(F)c1)c1ccccc1O	-10	-0.5
CCCC#Cc1cnc2c(c1)C(=O)N([C@@H](C)CO)C[C@H](C)[C@H](CN(C)S(=O)(=O)c1ccccc1)O2	-8	-0.5
C[C@H](CO)N1C[C@H](C)[C@@H](CN(C)S(C)(=O)=O)Oc2ncc(C#Cc3cccnc3)cc2C1=O	0	0.1
O=C(C[C@@H]1C[C@H]2c3cc(NS(=O)(=O)c4ccc(F)cc4)ccc3O[C@H]2[C@@H](CO)O1)NCc1ccccc1	-6	-0.1
COCC1=C([C@H](O)CCc2ccccc2)[C@H](CO)[C@@H]2C(=O)N(Cc3ccccc3)C(=O)[C@@H]2C1	-7	.
C[C@@H]1CN([C@@H](C)CO)S(=O)(=O)c2ccc(-c3ccccc3)cc2O[C@H]1CN(C)Cc1ccccn1	11	.
O=C(Nc1ccccc1F)N[C@H]1CC[C@@H](CCNS(=O)(=O)c2ccc(Cl)cc2)O[C@@H]1CO	12	0.0
COCC(=O)Nc1ccc2c(c1)C(=O)N(C)C[C@H](OC)[C@H](C)CN[C@H](C)CO2	13	.
C/C=C/c1cnc2c(c1)C(=O)N([C@@H](C)CO)C[C@@H](C)[C@H](CN(C)C(=O)Nc1ccc(F)cc1)O2	2	0.1
C[C@@H]1CN([C@H](C)CO)C(=O)c2cccc(NC(=O)c3nc4ccccc4s3)c2O[C@@H]1CN(C)C	.	-2.2
COc1ccccc1NC(=O)NCCc1ccncc1	-7	0.4
COCCNS(=O)(=O)c1cc(OC)c(C)cc1C	-22	-0.3
COc1ccc(S(=O)(=O)Nc2ccc3c(c2)C(=O)N([C@@H](C)CO)C[C@H](C)[C@H](CN(C)CC2CCCCC2)OCCCC[C@H](C)O3)cc1	.	1.0
O=C(C[C@@H]1C[C@@H]2c3cc(NC(=O)C4CCC4)ccc3O[C@@H]2[C@@H](CO)O1)NCc1ccc2c(c1)OCO2	6	-0.3
Cc1ccc(NC(=O)COc2ccc(Br)cc2CO)cc1	-14	-1.0
C[C@@H]1CN([C@H](C)CO)S(=O)(=O)c2ccc(C#CCN(C)C)cc2O[C@@H]1CN(C)Cc1ccc2c(c1)OCO2	-9	-1.0
C[C@H]1CN([C@@H](C)CO)C(=O)c2cccc(NC(=O)C3CCOCC3)c2O[C@@H]1CN(C)C(=O)NC1CCCCC1	-5	.
C[C@@H](NC(=O)C[C@@H]1C=C[C@@H](NS(=O)(=O)c2cccc(F)c2)[C@H](CO)O1)c1ccccc1	13	0.2
CCC(=O)N[C@H]1CC[C@@H](CC(=O)NCc2ccc(OC)cc2)O[C@H]1CO	-3	0.0
C[C@@H]1CN([C@H](C)CO)C(=O)c2cc(C#Cc3cccnc3)cnc2O[C@H]1CN(C)S(C)(=O)=O	-4	-0.1
